WT yeast gro inh – growth inhibition of WT strain, primary screen, mitochondrial fusion inhibitor project, WT and mutant strains, chemical genetic; inhibition, % at 10 µM; actives 2.1% (n = 190,000); mitochondrial fusion phenotypic screen; in the data active = inhibition above about 58%; tested in S. cerevisiae
NTR1 ag – agonists of NTR1, primary screen, imaging, U2OS cells, beta-arrestin-GFP, high content (AID 493036); Neurotensin receptor type 1 (Homo sapiens), P30989; activation, % at 20 µM; actives 0.17% (n = 330,000); NTR1-U2OS beta-arrestin-GFP spot imaging, agonist mode;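 active = activation at or above 40% of the spot to cytoplasm intensity ratio, with at least 20 cells analyzed; inconclusive = wells under 20 cells, flagged as cytotoxic or low count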;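 also: 0% = DMSO without peptide and 100% = 100 nM NTR1 peptide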
Target sequence (P30989 whole entry, looked up): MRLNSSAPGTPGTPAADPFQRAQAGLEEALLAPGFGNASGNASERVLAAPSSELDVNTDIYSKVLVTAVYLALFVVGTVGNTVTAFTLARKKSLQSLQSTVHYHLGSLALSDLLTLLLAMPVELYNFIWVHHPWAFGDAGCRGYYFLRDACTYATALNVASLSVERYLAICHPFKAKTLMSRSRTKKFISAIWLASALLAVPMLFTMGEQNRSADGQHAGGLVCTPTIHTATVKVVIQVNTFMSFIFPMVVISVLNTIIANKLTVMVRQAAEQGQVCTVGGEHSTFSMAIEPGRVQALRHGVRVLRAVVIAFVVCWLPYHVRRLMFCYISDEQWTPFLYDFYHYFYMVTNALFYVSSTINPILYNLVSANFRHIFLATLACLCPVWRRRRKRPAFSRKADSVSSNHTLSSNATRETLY
UTI89 phage lysis – inhibition of K1F phage lysis, E. coli UTI89, bacterial capsule biogenesis inhibitors, alamar blue (AID 488966) | E. coli UTI89 K1F phage lysis, alamar blue, 2 h; higher % means a stronger effect | actives 0.02% (n = 340,000) | one-dose inhibition, % at 100 µM; IC50 in µM for titrated hits;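 active = phage lysis inhibition, versus mean bacterial control, above a set limit; inconclusive = no clear call, values can overlap the other calls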;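 also: capsule biogenesis inhibitors block K1F phage lysis so surviving cells raise fluorescence; higher fluorescence means more inhibition of phage lysis; actives were called in the ten point dose series up to 300 µM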
AID2073 – inhibitors of Mint1-CaV2.2 protein interaction, biochemical, HTRF (AID 2073); actives 0.19% (n = 290,000); inhibition, % at 20 µM; hits with a dose series show IC50 in µM; Voltage-dependent N-type calcium channel subunit alpha-1B (Homo sapiens); HTRF protein-protein interaction, Mint1-CaV2.2; higher % means a stronger effect; in the data active = inhibition mostly above about 51%, no sharp cut-off; inconclusive = no clear call, values can overlap the other calls; inactive = mostly below about 53%; also: some results filed as inactive read as strong as hits
Dengue-2 NS5 capping – Dengue-2 NS5 methyltransferase inhibitors, primary screen, biochemical, confirmation dose response (AID 588689) | Dengue-2 NS5 methyltransferase capping enzyme assay, biochemical; higher % means a stronger effect | Genome polyprotein (Dengue virus type 2 (strain 16681-PDK53)) | actives 0.3% (n = 340,000) | one-dose inhibition, % at 25 µM; IC50 in µM for titrated hits; in the data active = a potency from the dose series; inconclusive = inhibition above about 29% without an active follow-up result
Autophagy HCS – autophagy modulators in MEF cells, primary screen, imaging, high-content, MEF GFP-LC3 | MEF GFP-LC3 puncta imaging; test concentration mostly 10 µM | calls only at 10 µM (by protocol) | actives 0.98% (n = 190,000);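 active = percentage of spot-positive cells more than 3 SD above its plate mean, without a fluorescence outlier flag or 80% toxicity; inconclusive = no clear call, values can overlap the other calls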;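 also: spot-positive cell cutoff set from DMSO-treated cells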
RSV antiviral HEp-2 – RSV antiviral activity via CPE protection, HEp-2 cells, primary 10 µM value included (AID 2391) | one-dose CPE inhibition, % at 10 µM; IC50 in µM for titrated hits | actives 0.13% (n = 310,000) | HEp-2 cells, RSV-induced CPE inhibition; higher % means a stronger effect; in the data active = a potency from the dose series; inconclusive = CPE inhibition mostly from about 23% at the one dose, without a potency; inactive = the rest, 99 in 100 with CPE inhibition below about 21%; also: strong numbers were not always called active
LYP phosphatase – inhibitors of LYP phosphatase, biochemical, fluorescence intensity, uHTS (AID 1779); recombinant LYP phosphatase, fluorescence intensity; higher % means a stronger effect; inhibition, % at 11.5 µM, or IC50 in µM where a hit was titrated; actives 0.054% (n = 290,000); in the data active = inhibition above about 50%;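 also: plate controls were vehicle with enzyme for no effect and no enzyme for full effect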
GPR35 antagonists – GPR35 antagonists blocking zaprinast-driven arrestin recruitment, primary screen, imaging, U2OS, beta-arrestin-GFP, zaprinast agonist (AID 2058). G-protein coupled receptor 35 (Homo sapiens). U2OS GPR35 beta-arrestin-GFP translocation imaging, zaprinast antagonism; higher % means a stronger effect. one-dose inhibition, % at 10 µM; IC50 in µM for titrated hits. actives 0.052% (n = 290,000);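 active = inhibition of at least 50% with at least 30 cells and total cytoplasm GFP at most 10,000,000; inconclusive = under 30 cells or total GFP of 10,000,000 plus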
WT yeast gro inh mutant strain – recorded beside WT yeast gro inh, whose call it bears; inhibition, %; mitochondrial fusion phenotypic screen, mutant strain inhibition
Autophagy HCS cell loss 18 h – further read-out of Autophagy HCS, marked with its call; toxicity, %; measured here: cell loss, nuclei count;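 cell loss after 18 h compound exposure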
NTR1 ag cell count 20 µM – further read-out of NTR1 ag, marked with its call; cell count; measured here: cell count, cytotoxicity flag
Dengue-2 NS5 capping pilot replicate – also measured in Dengue-2 NS5 capping; calls as there; inhibition, %; measured here: pilot screen replicate inhibition
* marks the source's active call; other numbers are inactive results; i = inactive; ? = inconclusive; · = no result given; & = joins results of further samples; [ ] = another dose, or the depositor's remark.

SMILES | WT yeast gro inh | WT yeast gro inh mutant strain | NTR1 ag | NTR1 ag cell count 20 µM | UTI89 phage lysis | AID2073 | Dengue-2 NS5 capping | Autophagy HCS | Autophagy HCS cell loss 18 h | RSV antiviral HEp-2 | LYP phosphatase | GPR35 antagonists | others
CC(=O)Cn1c(=O)c2c(nc3n2CCCN3Cc2ccccc2)n(C)c1=O | · | · | -1.1 | 71 | 0.3% | 10% | -5% | · | · | 0.1% | -9% | 6%
O=C(COc1ccccc1-c1ccccc1)N/N=C/c1cccnc1 | 11 | 10 | 2.4 | 50 | 2.9% | -8% | -8% | i | 23 | 2.6% | -6% | 0%
O=C(COC(=O)c1cc(=O)c2ccccc2o1)NC1CCCCC1 | 14 | 0 | 0.5 | 50 | -1.1% | 3% | -7% | i | -14 | 1.1% | -8% | 14%
COc1ccccc1CN1C(=O)CN(C2CCCCCC2)C(=O)C1c1ccc(F)cc1 (centres undefined) | 12 | -2 | 14 | 82 | 3.7% | 5% | -4% | i | -2 | 1.0% | -6% | 6%
CN1C(=O)C(Cl)(Cl)C(=O)c2ccccc21 | -2 | 5 | · | · | 1.3% | 35µM* | -9% | i | -2 | · | -3% | 2%
Cc1cc(C)cc(NC(=O)Cn2c(-c3ccccc3Cl)nc3ccccc32)c1 | 4 | 1 | 1.1 | 76 | 2.3%[50 µM] | 7% | -2% | i | -7 | 2.0% | -1% | 19%
Cn1cc(CN2CCN(CCc3ccccc3)C(CCO)C2)cn1 (centres undefined) | 8 | 12 | -0.5 | 83 | 0.2% | -10% | 3% | i | -22 | -0.6% | -4% | -3%
COC(=O)c1cc(-c2cccc(OC)c2)on1 | 6 | -2 | -6.8 | 66 | 4.5% | -2% | -6% | i | 6 | -1.0% | -10% | 11%
O=C(c1cccnc1)N1CCN(C(=O)c2cccc(Cl)c2)CC1 | · | · | 0.1 | 48 | 0.4% | 9% | 4% | · | · | 2.3% | -9% | 5%
C=CCc1ccccc1OCC(O)CN1CCN(c2ccccc2OC)CC1 (centres undefined) | 6 | 0 | 1.0 | 55 | 5.1% | -2% | -1%&6% | i | 15 | -0.9% | -3% | -10%
N#Cc1cnn(-c2ccccc2)c1NC(=O)c1ccccc1F | · | · | -2.2 | 76 | 0.7%[50 µM] | · | -4% | · | · | 1.5% | · | ·
O=C(NNC1=NCCN1Cc1ccccc1)c1cccc(C(F)(F)F)c1 | · | · | 0.7 | 49 | 2.0% | -6% | 6% | · | · | 0.5% | -6% | -5%
Cc1nn(-c2ccccc2)c2nc(C(F)(F)F)[nH]c(=O)c12 | -20 | -9 | 2.1 | 75 | -0.1% | 8% | -8% | i | -18 | 9.4% | -2% | 15%
O=C1NC(=O)/C(=C/c2ccco2)N1 | · | · | -1.3 | 47 | 1.0% | · | 5% | · | · | 1.9% | · | ·
CCOC(=O)CSC1=C(C#N)C(c2ccccc2OC)CC(=O)N1 (centres undefined) | 2 | -1 | -0.7 | 95 | -0.6% | 2% | 1% | i | 15 | -0.7% | -11% | -5%
O=C1C=C(Nc2ccc(Cl)cc2Cl)CC(c2ccco2)C1 (centres undefined) | -4 | 14 | -0.7 | 25 | -0.4% | -3% | -6% | i | 45 | 6.7% | 0% | -6%
CC(=O)c1ccc(OCc2cc(C(=O)N(C)Cc3ncc(C)[nH]3)no2)cc1 | · | · | -0.3 | 73 | -0.1% | 9% | 3% | · | · | 0.2% | -11% | 7%
COc1ccc(NS(=O)(=O)c2ccc(C)c(C(=O)NCC(c3cccs3)N3CCOCC3)c2)cc1 (centres undefined) | · | · | -0.4 | 62 | 1.2%[50 µM] | · | 0% | · | · | 0.7% | · | ·
COc1ccc(CCN(C)C2CCCN(C(=O)CCC(F)(F)F)C2)cc1OC (centres undefined) | · | · | 0.5 | 68 | 0.2% | 10% | 0% | · | · | 0.3% | -9% | 7% | Dengue-2 NS5 capping pilot replicate=0.6
CC1CCN(S(=O)(=O)N2CCCC(C(=O)NCc3ccccc3Cl)C2)CC1 (centres undefined) | · | · | 0.6 | 58 | 0.0% | -1% | -6% | · | · | 0.8% | -11% | -2%
O=C(COC(=O)c1ccc([N+](=O)[O-])s1)Nc1ncc(C(F)(F)F)cc1Cl | 82* | 1.8* | 1.8 | 39 | -2.5%[50 µM] | -21% | 4% | i | 23 | 1.4% | -1% | 6%
O=S(=O)(Nc1nc2ccccc2s1)c1cnc(Cl)c(Br)c1 | · | · | 0.6 | 66 | 0.1% | -7% | 5% | · | · | 0.7% | -4% | 8%
O=C(CN1CCN(S(=O)(=O)c2ccccc2)CC1)NCc1ccccc1 | · | · | -0.3 | 73 | -0.2% | 7% | -2% | · | · | 0.9% | -7% | 17%
Cc1ccc(S(=O)(=O)N2CCOCC2)cc1C(=O)N1CCN(S(=O)(=O)c2cccs2)CC1 | · | · | 0.3 | 84 | 0.3% | -8% | -4% | · | · | -1.1% | 0% | -6%
CSc1cccc(NC(=O)c2cccc3cccnc23)c1 | · | · | 10 | 53 | 0.1% | 1% | -9% | · | · | 11% | -5% | 2%
CCn1c(SCC(=O)NC2CCCC2)nnc1-c1ccncc1 | · | · | 0.3 | 61 | 0.0% | ? | 0% | · | · | 0.1% | -6% | 6%
N#CCOc1coc(CN2CCN(c3cccc(Cl)c3)CC2)cc1=O | · | · | 0.2 | 76 | 0.0% | 6% | -5% | · | · | 1.3% | -8% | 15%
CN1CCN(C(=O)C2=C[C@H](c3ccc(C(F)(F)F)cc3)C[C@H](OCc3ccc(CO)cc3)O2)CC1 | 10 | 17 | 3.1 | 74 | -0.7% | 0% | -7% | i | -6 | -0.9% | -2% | -14%
CCOC(=O)c1c(NC(=O)c2ccccc2Cl)sc2c1CCc1ccccc1-2 | 6 | -5 | 3.1 | 90 | 0.1% | 5% | 7% | i | 5 | 20% | 7% | -3%
CN1CCC(N(C)S(=O)(=O)c2ccc(NC(=O)COc3ccc(Cl)cc3)cc2)CC1 | · | · | -1.3 | 81 | 1.2%[50 µM] | · | -8% | · | · | -1.4% | · | ·
NC(=O)c1sc2nc(-c3ccccc3)c3c(c2c1N)CCCC3 | 14 | 14 | -0.8 | 29 | -0.2% | 9% | 4% | i | 6 | ? | -4% | -2%
CC1(C)CC(NC(=O)C(Cl)(Cl)Cl)CC(C)(C)N1 | -6 | -17 | 0.7 | 70 | 4.6% | -5% | -5% | i | -9 | 1.5% | -5% | 6%
COc1cccc2cc(C(=O)NC(C)c3ccccc3)c(=O)oc12 (centres undefined) | · | · | 0.4 | 85 | 0.0% | 22% | -7% | · | · | -0.4% | -2% | 15%
COc1ccc(C2C(C(=O)N3CCCCC3)c3ccccc3C(=O)N2C)cc1 (centres undefined) | 4 | 9 | -1.7 | 107 | 0.2% | 9% | 0% | i | 0 | 0.6% | 0% | -2%
CCOC(=O)N1CCN(CCC(=O)c2ccc(OC)cc2)CC1 | 1 | -2 | 3.0 | 41 | -2.2% | 9% | -9% | i | 0 | 1.4% | -3% | -13%
COc1cccc(-c2ccc3ncnc(NCc4cccc(C)c4)c3c2)c1 | · | · | 2.3 | 39 | 3.0% | · | -1% | · | · | 11% | · | ·
NC(=O)C1CCN(CCC(=O)Nc2ccc3c(c2)CCC3)CC1 | -9 | 8 | -0.6 | 79 | 4.0% | -6% | -4% | i | 4 | -0.6% | -7% | 4%
N#C/C(=C\c1ccc(C#N)cc1)C(=O)N1CCCC1 | -24 | -9 | 2.3 | 60 | 0.0% | 3% | -16% | i | 6 | 0.7% | -4% | 10%
COC(=O)CC1C(=O)NCCN1C(=O)CSc1nc2ccc([N+](=O)[O-])cc2s1 (centres undefined) | -11 | -1 | -0.7 | 65 | 0.9% | -4% | 11% | i | 11 | 2.7% | 6% | -13%
CC(C)c1nnc(-c2ccc(Cl)cc2)c(N(C)C)n1 | 20 | 31 | -2.2 | 101 | 0.6% | -12% | 3% | i | 13 | 4.0% | -5% | 2%
CC1(C)Nc2ccccc2N(CCC(=O)N2CCOCC2)C1=O | 0 | -5 | -0.5 | 64 | 1.6% | -7% | · | i | -7 | -0.1% | -3% | 8%
N#Cc1ccc(C(=O)Nc2nc3ccccc3[nH]2)cc1 | · | · | 0.2 | 52 | -0.2% | -2% | 7% | · | · | 0.1% | -3% | -12%
O=C(COC(=O)c1ccc(F)cc1F)NC(=O)Nc1ccc2c(c1)OCCO2 | · | · | 0.8 | 62 | 1.2%[50 µM] | · | -1% | · | · | 1.4% | · | ·
COc1ccc(C(C)=O)cc1COC(=O)c1ccc(N)c([N+](=O)[O-])c1 | -5 | -26 | 7.0 | 40 | 0.1% | 7% | -9% | i | 0 | -0.2% | -2% | -10%
